Bioassay records from PubChem BioAssay.
STAT3 blocker: IL-6 driven STAT3 reporter inhibitors, primary screen, U3A cells, luciferase, luminescence, MLSCN library; IL-6 STAT3-luciferase reporter; host cell line lacks STAT1; inhibition, % at 5.5 µM; 190,000 tested, 0.89% active; AID 862, 2007;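 active = inhibition above the mean inhibition across all screened compounds plus 3 SD, cut at about 44% in these data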;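 also: 0% = DMSO only wells and 100% = 100 µM nifuroxazide control wells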
STAT3 activator: IL-6 driven STAT3 reporter potentiators, primary screen, U3A cells, luciferase, luminescence, MLSCN library | IL-6 STAT3-luciferase reporter; 100% = signal with IL-6 EC80 alone | activation (% of control), % at 5.6 µM | 190,000 tested, 0.91% active | AID 871, 2007;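 active = activation above the screen-wide mean of compound activation plus 3 SD, cut at about 130% in these data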;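 also: 0% = background luminescence of wells with medium and substrate only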
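System – human U3A cells carrying STAT3-luciferase construct · Probe or stimulus – Interleukin-6, 33 ng/mL · Schedule – compound 1 h, then IL-6 6 h at 37 °C · Signal – luminescence from STAT3-driven luciferase reporter · Evaluation – percent of IL-6-only median luminescence · Benchmarks – IL-6-only high control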
APP 5UTR inh: inhibitors of APP translation via 5'UTR reporter, primary screen, APP 5'UTR luciferase, SH-SY5Y cells. SH-SY5Y APP 5'UTR-luciferase reporter, luminescence. inhibition, % at 2 µM. 190,000 tested, 0.82% active. AID 1285, 2008;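 active = inhibition above a set limit, derived from the sample mean plus 3 SD, cut at about 45% in these data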; also: values of inactives mirror those of a sister screen read the other way
Hsp70 act: Hsp70 transcriptional activators, primary screen, cell-based, HeLa, Hsp70 promoter luciferase, luminescence, 10 µM | HeLa Hsp70 promoter luciferase reporter; scaled: vehicle 0, proteasome-inhibitor control 100% | activation, % at 10 µM | 200,000 tested, 0.04% active;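 active = activation above the mean across all tested compounds plus 3 SD, cutoff set per campaign, cut at about 5.5% in these data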;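 also: 100% = MG132 at 30 µM as the positive control and 0% = DMSO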
RAM inhibit: inhibitors of the yeast RAM network, primary screen, dse1pr::URA3 reporter, 5-FOA selection. S. cerevisiae dse1pr::URA3 reporter, 5-FOA growth OD615, 2 d; analog-sensitive cbk1-as2 kinase mutant strain. inhibition, % at 50 µM. 190,000 tested, 1.8% active. AID 868, 2007;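 active = inhibition above a set limit, 3 SD over mean compound inhibition, cut at about 8.4% in these data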;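 also: 0% = DMSO-only wells with no growth and 100% = 10 µM 1-NA-PP1 full growth; inhibition rescues growth on 5-FOA so higher OD means more RAM inhibition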
NF-kB neuron act: activators of NF-kB expression in neurons, primary screen, cell-based, HTS | 190,000 tested, 1.6% active | fold change at 12.5 µM | human neuronal cells, NF-kB reporter expression; hits give high values; in the data active = fold change above about 3.3
FLuc inh counter: firefly luciferase enzyme inhibitors, primary screen, artefact control for luciferase-based inhibitor screens, biochemical, luminescence, ATPLite | Luciferin 4-monooxygenase (Photinus pyralis), P08659 | 10 min | inhibition, % at 10 µM | 200,000 tested, 1.5% active | AID 1006, 2008;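 active = inhibition above about 50% when tested at 10 µM, limit read from the data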
Target sequence (P08659 whole entry, looked up): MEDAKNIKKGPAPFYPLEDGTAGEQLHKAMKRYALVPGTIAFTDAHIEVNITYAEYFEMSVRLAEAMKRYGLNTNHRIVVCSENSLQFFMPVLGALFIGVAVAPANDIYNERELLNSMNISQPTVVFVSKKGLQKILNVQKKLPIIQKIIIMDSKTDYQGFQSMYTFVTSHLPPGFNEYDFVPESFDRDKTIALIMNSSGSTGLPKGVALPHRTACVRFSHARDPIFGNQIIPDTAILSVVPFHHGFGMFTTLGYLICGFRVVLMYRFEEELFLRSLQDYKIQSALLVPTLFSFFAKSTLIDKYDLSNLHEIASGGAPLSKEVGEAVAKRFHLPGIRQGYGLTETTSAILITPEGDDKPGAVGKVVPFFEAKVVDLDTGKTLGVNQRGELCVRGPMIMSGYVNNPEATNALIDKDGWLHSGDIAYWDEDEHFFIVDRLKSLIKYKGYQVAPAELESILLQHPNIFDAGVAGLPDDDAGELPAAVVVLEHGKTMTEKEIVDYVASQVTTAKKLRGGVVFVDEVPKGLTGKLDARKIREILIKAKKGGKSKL
STAT1 inh: STAT1 signaling inhibitors, primary screen, cell-based, HTS, luciferase reporter; NIH 3T3 STAT1-luciferase reporter, IFN-gamma, luminescence; inhibition, % at 5.5 µM; 200,000 tested, 0.35% active; AID 920, 2007;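 active = inhibition above a set limit, the mean inhibition across all tested compounds plus 3 SD, cut at about 34% in these data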;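 also: 0% = IFN-gamma with DMSO and 100% = IFN-gamma with 300 µM nifuroxazide; values of inactives mirror those of a sister screen read the other way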
STAT1 activator: STAT1 signaling activators, primary screen, cell-based, HTS, luciferase reporter | activation (% of control), % at 5.5 µM | NIH 3T3 STAT1-luciferase reporter, IFN-gamma, luminescence; 100% = IFN-gamma alone, no compound | 200,000 tested, 2.6% active | AID 932, 2007;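 active = activation above the screen-wide mean activation plus 3 SD, cut at about 130% in these data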;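 also: raw ratio to IFN-gamma control signal so 100% means no change and 0% no light; values of inactives mirror those of a sister screen read the other way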
APP 5'UTR act: activators of APP 5'UTR luciferase reporter, primary screen, SH-SY5Y cells. SH-SY5Y APP 5'UTR luciferase reporter, luminescence; zero percent = DMSO vehicle wells. activation, % at 2 µM. 190,000 tested, 1% active. AID 1276, 2008;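 active = activation above a set limit, based on mean plus 3 SD of controls, cut at about 140% in these data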; also: values of inactives mirror those of a sister screen read the other way
Active calls of the source: *; . = no result given.

SMILES	STAT3 blocker	STAT3 activator	APP 5UTR inh	Hsp70 act	RAM inhibit	NF-kB neuron act	FLuc inh counter	STAT1 inh	STAT1 activator	APP 5'UTR act
O=C(NCc1ccc2c(c1)OCO2)c1ccc(N2C(=O)C3CCCCC3C2=O)cc1 (configuration not stated)	10.5	95.7	-1.2	-0.1	2.2	1.42	-2.0	6.2	94.3	1.2
COc1ccc(NS(=O)(=O)c2cccc(N/C(=N\S(=O)(=O)c3ccccc3)c3ccc(F)cc3)c2)cc1	-8.6	107.2	-16.1	-0.3	7.5	0.84	0.2	-4.0	103.6	16.1
Cc1ccc(OCCn2c(=O)cnc3ccccc32)cc1	23.3	82.9	-9.1	-0.2	2.1	0.91	-0.2	-5.1	104.7	9.1
O=C(Nc1ccccc1N1CCCC1)c1cccnc1	0.5	102.6	6.9	-0.2	2.8	1.3	-4.3	3.6	96.7	-6.9
CSc1ccccc1NC(=O)COC(=O)c1ccccc1Cc1ccccc1	-4.1	104.5	-0.7	-0.2	1.8	1	-8.7	2.4	97.3	0.7
O=C(NC(=S)Nc1ccc(Cc2ccncc2)cc1)c1ccccc1Cl	6.5	96.4	1.1	-0.3	1.9	1.1	0.1	0.6	99.4	-1.1
O=c1cc(O)c(-c2cccc(Cl)c2)c(Cl)[nH]1	4.0	102.6	2.3	0.1	1.5	0.97	-6.9	-2.2	102.1	-2.3
Cc1cc(C)n2nc(SC(C)C(=O)Nc3ccc(Cl)cn3)nc2n1 (configuration not stated)	12.5	93.2	-24.0	0.0	4.0	1.1	-4.7	-6.0	105.6	24.0
Cc1ccc(NC(=O)c2cc3c(s2)CCCC3)cc1	5.8	95.2	-119.2	0.4	2.2	8.81*	42.0	-64.3	160.4*	119.2
O=C(CCn1c(=O)c2ccccc2n(CC(=O)NCCC2=CCCCC2)c1=O)NCc1ccco1	5.6	97.9	1.1	-0.4	3.3	1.32	-4.4	6.6	93.9	-1.1
COc1cc(S(=O)(=O)N2CCN(Cc3ccc4c(c3)OCO4)CC2)c(C)cc1C	-12.3	110.2	7.9	-0.2	0.2	1.05	-6.7	5.5	95.7	-7.9
N#C/C(=C\c1ccc(C(=O)O)cc1)c1ccccn1	6.4	103.9	0.3	0.6	1.8	0.93	-7.8	4.1	94.6	-0.3
Cc1cc(O)c(C(C[N+](=O)[O-])c2ccc(Cl)cc2Cl)c(=O)o1 (configuration not stated)	-8.0	106.6	-2.6	-0.4	1.1	1.08	-7.3	7.2	90.8	2.6
NC(=O)NC(=O)CC1S/C(=N/N=C2\CSC(=O)N2)NC1=O (configuration not stated)	0.5	105.9	3.0	-0.2	1.0	1.07	-2.5	-2.3	100.2	-3.0
Cc1ccccc1Cn1c(=N)n(CC(O)c2ccco2)c2ccccc21 (configuration not stated)	-4.3	108.1	8.1	-0.5	1.2	0.87	-7.0	5.7	94.8	-8.1
O=C(/C=C/c1ncc(C(F)(F)F)cc1Cl)OCc1ccccc1	12.5	96.8	-11.8	-0.1	2.1	1.43	0.1	9.5	96.3	11.8
CC(C)OC(=O)c1cccc(NC(=O)CSc2nnc(N)s2)c1	9.9	94.6	-0.8	-0.3	1.2	1.05	8.6	8.6	91.0	0.8
CCOC(=O)N1CCN(S(=O)(=O)c2ccc(C(=O)Nc3ccc(F)cc3F)cc2)CC1	-0.2	102.5	92.2*	0.0	1.7	1.24	-3.4	-0.3	100.3	-92.2
C/C(=N\NC(=O)c1cc(-c2ccccn2)nc2ccccc12)c1cccc([N+](=O)[O-])c1	-2.4	110.3	-4.8	0.2	6.9	0.77	14.5	-2.5	100.3	4.8
COc1ccc(NC(=S)NC(NC(=O)c2ccccc2Cl)C(Cl)(Cl)Cl)c([N+](=O)[O-])c1 (configuration not stated)	5.5	96.8	6.0	-0.1	3.3	1.4	-3.8	-6.2	105.7	-6.0
CC(=O)Nc1cccc(Cn2cccn2)c1	2.4	101.6	-8.1	0.1	0.4	1.24	-8.8	0.1	99.9	8.1
CCOC(=O)c1sc(-c2ccccc2)cc1NC(=O)CSc1nnnn1C	26.9	81.7	-5.5	-0.4	8.4*	0.91	-4.6	-8.0	107.3	5.5
NC(=O)c1cc(-c2ccccc2)sc1NC(=O)CN1CCCCC1	18.8	80.6	-16.6	-0.4	1.5	0.53	-1.5	3.2	97.1	16.6
COc1ccc(CC(=O)N(Cc2cc3cc(OC)ccc3[nH]c2=O)C(C)C)cc1	4.0	99.8	1.6	0.5	0.7	1.03	-5.7	12.4	88.7	-1.6
O=C(O)CCCC(=O)NCCc1ccncc1	3.9	100.4	-1.7	0.4	3.9	1.15	-5.2	2.9	97.3	1.7
Cc1cc(C)c(S(=O)(=O)c2ccccc2C)c(N(C)C)n1	9.5	99.7	-25.5	-0.3	1.5	0.92	-5.4	-1.4	97.6	25.5
O=C(c1nc2n(n1)C(c1ccc(Cl)cc1)C=C(c1ccccc1)N2)N1CCOCC1 (configuration not stated)	17.4	88.5	-16.8	-0.1	0.5	0.88	2.8	-1.1	103.1	16.8
Cc1occc1C(=O)N/N=C/c1sc(N2CCOCC2)nc1-c1ccccc1	11.9	96.8	-4.9	-0.1	0.5	0.73	-7.1	-2.3	100.2	4.9
O=C(N/N=C/c1c[nH]c2ccc(Br)cc12)c1ccncc1	31.5	75.7	-2.2	0.0	0.0	0.82	-3.2	7.0	93.7	2.2
O=C(c1ccccc1)N1CCC(c2nc(-c3ccc(S(=O)(=O)NCC4CCCO4)cc3)no2)CC1 (configuration not stated)	69.4*	42.1	.	-0.4	2.5	0.98	-9.2	18.9	89.5	.
CC1Cc2nc(SCC(=O)Nc3ccc(F)cc3)n(C)c(=O)c2S1 (configuration not stated)	7.4	96.9	-6.3	-0.3	-0.7	0.86	-4.2	10.1	90.8	6.2
Cc1cc(C)c(S(=O)(=O)Nc2ccccc2C(=O)OCC(=O)NCc2ccccc2)c(C)c1	11.2	93.9	-2.5	-0.1	8.7*	0.9	-11.8	9.5	90.8	2.5
Cc1ccccc1NC(=O)OCCN1CCN(Cc2ccccc2)CCC1=O	-9.5	105.6	-6.2	-0.3	0.7	1.07	-1.6	2.4	97.8	6.2
CCCCOC(=O)Cc1c(O)c2ccccc2[nH]c1=O	-11.1	110.2	6.7	-0.1	0.3	0.93	-4.9	-4.7	104.3	-6.7
CCC(CC)COC(=O)C(C#N)c1nc2ccccc2nc1N1CCN(CC)CC1 (configuration not stated)	5.3	98.8	-5.9	-0.3	-0.2	0.82	-1.1	-0.3	100.2	5.9
O=C(CN(Cc1ccco1)C(=O)CNS(=O)(=O)c1ccc(F)cc1)NCCc1ccccc1	3.1	103.0	-8.6	-0.4	4.6	0.93	-10.2	3.6	97.7	8.6
Cc1ccc(Cl)cc1NC(=O)C1CCCCC1C(=O)O (configuration not stated)	14.3	95.1	8.8	2.1	0.9	1.05	-5.2	6.4	94.3	-8.8
O=C(NC(=S)NNC(=O)c1cc2ccccc2cc1O)c1ccco1	-2.2	107.5	-5.8	-0.2	6.2	.	8.3	-1.1	101.4	5.8
O=C1C=CC(=O)N1c1ccc(N2CCCCC2)cc1	0.6	106.1	28.9	0.0	0.5	0.99	4.0	7.5	92.3	-28.9
COc1ccccc1NCCC(=O)OCC(=O)Nc1ccc(Cl)cn1	0.1	105.4	-13.2	-0.1	0.0	1.06	-7.4	3.9	95.3	13.2
Cc1ccc(Cl)c2c1=NC(=O)C=2c1[nH]c(=S)[nH]c1O	7.3	97.0	-18.8	-0.2	3.1	1.17	14.9	-5.2	103.0	18.8
O=[N+]([O-])c1ccc(NNC(=S)Nc2ccc(F)cc2)cc1	-6.9	105.7	14.7	-0.2	0.5	0.78	-2.0	-3.8	103.5	-14.7
S=C(NCc1cccnc1)Nc1cccc2ccccc12	-8.9	105.2	17.5	-0.2	1.5	0.94	1.0	-1.5	101.3	-17.5
O=C(COC(=O)C1CC2C=CC1C2)Nc1ccccc1F (configuration not stated)	-8.2	111.3	-3.1	-0.2	0.4	1.72	15.6	-28.2	124.2	3.1
Cc1cc(NC(=O)COC(=O)c2cccc(S(=O)(=O)N3CCOCC3)c2)no1	-1.3	104.7	-5.6	-0.3	4.1	1.17	-5.0	-1.6	101.5	5.6
COC(=O)c1ccc(C2C(C(=O)c3cc4ccccc4o3)=C(O)C(=O)N2CCCN(C)C)cc1 (configuration not stated)	0.4	102.1	-6.1	-0.1	-0.6	1.1	-9.5	3.9	96.4	6.1
O=C(O)c1ccc(NC(CSCc2ccc(F)cc2)C(=O)O)c([N+](=O)[O-])c1 (configuration not stated)	4.7	100.9	-12.2	0.6	1.7	1.33	-2.1	7.0	93.6	12.2
O=C(c1cccs1)N(CC1CCCO1)c1nc(-c2ccccc2)cs1 (configuration not stated)	12.2	93.0	-12.3	-0.3	16.1*	0.9	-4.2	-0.2	100.2	12.3
Cc1cccc2cc(CN(Cc3cccnc3)C(=O)c3ccncc3)c(=O)[nH]c12	0.8	103.0	3.3	-0.2	0.2	1.04	-3.9	1.1	100.3	-3.2
O=C(CCSc1ccccc1)Nc1nnc(-c2cccs2)o1	.	.	-6.5	-0.1	6.7	1.21	-6.4	-11.4	109.1	6.5
COC(=O)c1sc2nc[nH]c(=O)c2c1C	14.2	87.2	.	-0.4	0.3	1.17	-6.3	10.6	90.3	.
CSc1ccccc1NC(=O)c1ccoc1C	4.9	98.2	7.0	-0.6	1.0	1.02	-0.9	-3.0	102.8	-7.0
Cc1cccc(C(=O)NCCN2CCCC2)c1	0.7	99.5	.	0.4	-0.9	1.15	-5.6	-3.5	101.8	.
CN(CP(=O)(O)CCc1ccccc1)S(C)(=O)=O	9.8	99.2	14.9	-0.4	0.0	1.05	-5.2	-6.5	105.9	-14.8
CCOC(=O)c1c(NC(=O)c2cccc(N3C(=O)CCC3=O)c2)sc(C)c1C	6.2	100.2	7.9	-0.4	3.2	1.38	-5.5	-14.8	113.5	-7.9

In a second layout: 3 of the compounds above.
O=[N+]([O-])c1ccc(NNC(=S)Nc2ccc(F)cc2)cc1
  STAT3 blocker: -6.9; STAT3 activator: 105.7; APP 5UTR inh: 14.7; Hsp70 act: -0.2; RAM inhibit: 0.5; NF-kB neuron act: 0.78; FLuc inh counter: -2.0; STAT1 inh: -3.8; STAT1 activator: 103.5; APP 5'UTR act: -14.7

S=C(NCc1cccnc1)Nc1cccc2ccccc12
  STAT3 blocker: -8.9; STAT3 activator: 105.2; APP 5UTR inh: 17.5; Hsp70 act: -0.2; RAM inhibit: 1.5; NF-kB neuron act: 0.94; FLuc inh counter: 1.0; STAT1 inh: -1.5; STAT1 activator: 101.3; APP 5'UTR act: -17.5

O=C(COC(=O)C1CC2C=CC1C2)Nc1ccccc1F (configuration not stated)
  STAT3 blocker: -8.2; STAT3 activator: 111.3; APP 5UTR inh: -3.1; Hsp70 act: -0.2; RAM inhibit: 0.4; NF-kB neuron act: 1.72; FLuc inh counter: 15.6; STAT1 inh: -28.2; STAT1 activator: 124.2; APP 5'UTR act: 3.1

This is a random part of the collection, and some 7.7% of all compounds hit somewhere here.
